MITF primary = inhibitors of human MITF | O75030 | AlphaScreen MITF homodimerization, bead proximity signal | inhibition, % at 2.6 µM | 650,000 tested, 0.91% active | AID 1259374; in the data active = inhibition above about 50%;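 note: 0% = vehicle wells with protein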
Target sequence (O75030 whole entry, looked up): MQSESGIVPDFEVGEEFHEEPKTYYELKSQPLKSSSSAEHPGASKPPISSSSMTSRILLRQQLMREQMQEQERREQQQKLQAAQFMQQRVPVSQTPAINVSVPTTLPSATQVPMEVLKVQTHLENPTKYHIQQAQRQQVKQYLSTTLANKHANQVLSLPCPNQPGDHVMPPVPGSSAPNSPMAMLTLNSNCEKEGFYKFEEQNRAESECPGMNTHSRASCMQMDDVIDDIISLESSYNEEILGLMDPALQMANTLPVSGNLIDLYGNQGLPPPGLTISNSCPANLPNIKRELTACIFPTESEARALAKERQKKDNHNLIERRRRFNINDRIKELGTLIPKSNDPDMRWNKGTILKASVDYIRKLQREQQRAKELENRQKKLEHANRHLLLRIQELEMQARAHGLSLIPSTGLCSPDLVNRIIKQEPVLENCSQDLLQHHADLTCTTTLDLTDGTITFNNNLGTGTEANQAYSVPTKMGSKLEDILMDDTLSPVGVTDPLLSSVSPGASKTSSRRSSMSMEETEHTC
TEAD-YAP block = TEAD-YAP interaction inhibition. inhibition, % at 9.12 µM. HEK-TIYL cells, TEAD-Gal4/YAP UAS-luciferase luminescence. 640,000 tested, 1.4% active. AID 1259422; in the data active = inhibition above about 32%;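 note: 0% = median of test compound wells and 100% = reference inhibitor wells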
GPR151 activ = activates the human receptor GPR151; Q8TDV0; PathHunter beta-arrestin GPR151 cells, luminescence; activation, % at 11.2 µM; 650,000 tested, 1% active; AID 1508602; in the data active = activation above about 4.9%;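 note: 0% = median of compound wells and 100% = cells with positive control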
Target sequence (Q8TDV0 whole entry, looked up): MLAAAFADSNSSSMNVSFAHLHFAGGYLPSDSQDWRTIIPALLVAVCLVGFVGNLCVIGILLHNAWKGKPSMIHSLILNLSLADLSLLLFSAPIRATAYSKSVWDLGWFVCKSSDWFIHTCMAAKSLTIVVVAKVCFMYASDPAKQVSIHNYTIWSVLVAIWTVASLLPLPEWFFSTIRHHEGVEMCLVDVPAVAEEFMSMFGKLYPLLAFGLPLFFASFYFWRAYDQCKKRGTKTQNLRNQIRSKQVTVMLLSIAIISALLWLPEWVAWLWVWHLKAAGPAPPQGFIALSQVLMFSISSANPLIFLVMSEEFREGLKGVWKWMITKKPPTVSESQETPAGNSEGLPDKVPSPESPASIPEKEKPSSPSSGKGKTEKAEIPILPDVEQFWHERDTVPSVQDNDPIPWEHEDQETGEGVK
FBW7 act = activators of human E3 ligase FBW7 | Q969H0 | AlphaScreen FBW7–phospho-cyclin E peptide binding, activator screen | normalized activity (activation), % at 26.1 µM | 650,000 tested, 0.13% active | AID 1259310; in the data active = normalized activity above about 1.9%;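 note: purified mutant Fbw7 with reduced substrate affinity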
* hit, by the source's call.

Under each structure: MITF primary	TEAD-YAP block	GPR151 activ	FBW7 act
> COc1ccc(OC)c(NC(=O)c2sc3nc4cc(OC)c(OC)cc4cc3c2N)c1
  5.5	-3.8	-0.8	-0.1
> CCOc1ccc(-n2nc3ccc(NC(=O)c4cccc5c(Br)cccc45)cc3n2)cc1
  -1.9	-3.6	2.9	0.0
> Cc1cc(CNCc2ccc(OCC(O)CN3CCCCC3)cc2)nn1C (stereo unspecified)
  9.1	-2.3	0.3	0.1
> Cc1c(C(=O)c2ccc3c(c2)OCO3)c2ccccn2c1CCC#N
  25.8	-2.5	-1.0	0.1
> CC(=O)Nc1ccc(S(=O)(=O)N2CCCC(c3ncncc3-c3cc(C)no3)C2)cc1 (stereo unspecified)
  -0.1	-5.6	0.5	0.0
> Cc1ccc(C)c(-n2c3nc(=O)[nH]c(=O)c-3cc3cc([N+](=O)[O-])ccc32)c1
  9.4	56.9*	-0.5	0.2
> CCOc1ccccc1Nc1ccc(C(=O)N2CCCC2)cn1
  12.9	8.0	8.7*	0.0
> CCOC(=O)C(C)(C)N(Cc1ccc(Cl)cc1)S(=O)(=O)c1ccc([N+](=O)[O-])cc1
  13.6	-3.5	-3.0	-0.2
> CSc1nnc(NC(=O)c2ccc(C)cc2)s1
  -0.1	76.1*	-5.6	-0.1
> CCSCCOC(=O)C1=C(C)NC2=C(C(=O)CC(c3cccs3)C2)C1c1ccc(OC)c(OC)c1 (stereo unspecified)
  -13.7	-10.3	-1.0	0.0
> CC(OC(=O)CCCSc1ccc(Cl)cc1)C(N)=O (stereo unspecified)
  -1.4	-1.3	0.4	-0.1
> Cc1ccc(OCCOc2cccc(C=O)c2)cc1
  14.0	-61.5	2.1	0.4
> CCn1c(O)c(N=Nc2ccc(S(=O)(=O)O)cc2)c(=O)n(CC)c1=S
  -1.9	-7.2	-0.8	-0.4
> Cn1c(N2CCC(C(=O)NCC(N)=O)CC2)nc2ccccc21
  1.8	4.0	0.4	0.0
> c1nc(NCCN2CCOCC2)c2c3c(sc2n1)CCCC3
  -3.6	-5.9	0.9	-0.2
> C=CCOc1ccc2c(C)c(CC(C)O)c(=O)oc2c1 (stereo unspecified)
  2.0	0.2	-0.6	0.1
> COc1ccc(-n2ccn(CC(=O)Nc3ccc(OC)c(OC)c3)c2=O)cc1
  -2.2	24.2	-0.8	-0.1
> Cc1ccc(CNc2cnn(C34CC5CC(CC(C5)C3)C4)c(=O)c2Cl)cc1
  14.4	1.8	-0.4	0.9
> CNc1nc(-c2ccc3c(c2)CCN3S(=O)(=O)c2ccccc2)cs1
  -5.5	-2.3	1.1	-0.1
> CC(C)(C)C(=O)O/N=C(\N)c1cccnc1
  2.4	-8.6	0.0	0.4
> O=C(c1ccccc1Br)N1CCN(c2ccc(F)cc2)CC1
  4.1	0.5	-1.1	0.0
> COc1ccc(/C=N/N(C)c2nc(-c3ccc(OC)cc3)cs2)cc1
  1.0	0.1	0.5	0.0
> CCc1cccc2c(C=C(C#N)C#N)cn(CC(=O)N3CCOCC3)c12
  -0.1	7.8	1.8	-0.1
> CCCCOc1ccc(C(=O)N/C(=C\c2ccc(Br)cc2)C(=O)Nc2ccc(Cl)cc2Cl)cc1
  0.7	0.4	-0.3	-0.1
> O=C(O)c1ccc(Oc2ccc(-n3c(=O)c4cc5c(=O)n(-c6ccc(Oc7ccc(C(=O)O)cc7)cc6)c(=O)c5cc4c3=O)cc2)cc1
  14.0	5.4	-1.5	-0.1
> CCOc1cc(/C=C2/C(=N)N3N=C(CC)SC3=NC2=O)ccc1OCCOc1ccc(OC)cc1
  0.6	18.5	-2.0	-0.1
> Cc1cccc(N2C(=O)C3C4CCC(C4)C3C2=O)c1 (stereo unspecified)
  6.4	9.3	-0.9	0.0
> CC1=C(C(=O)OC2CCCC2)C(c2ccccc2Br)C2=C(CCCC2=O)N1 (stereo unspecified)
  -2.7	1.3	-0.3	0.1
> Cc1ccc(-c2ccc(=O)n(CC(=O)N3CCC(C)CC3)n2)cc1
  -2.4	11.2	1.1	-0.1
> COc1ccccc1-c1noc(-c2cccnc2)n1
  -2.9	-6.9	-0.3	0.0
> CCC[C@@H]1NC(=O)[C@H]2CN(C(=O)c3ccc(C(F)(F)F)cc3)CCN2C1=O
  0.0	7.9	-0.4	-0.1
> CCn1c(=NC(=O)CN2C(=O)c3ccccc3C2=O)sc2c(OC)ccc(OC)c21
  7.8	1.4	0.2	0.0
> Nc1cc2c(cc1C(=O)c1ccc(Cl)cc1)OCCO2
  8.2	4.7	1.6	-0.6
> Cc1cccn2cc(CCNC(=O)Cc3cccs3)nc12
  -0.9	1.1	-0.4	0.7
> Cc1cccc(Nc2nc(CC(=O)NC(C)c3ccccc3)cs2)n1 (stereo unspecified)
  9.6	3.5	-0.9	0.5
> Cc1ccc(NC(=O)c2nn3c(c2Br)NC(c2ccc(Br)o2)CC3C(F)(F)F)cc1C (stereo unspecified)
  5.5	0.3	-0.1	0.0
> O=C(NCCN1CCN(Cc2ccccc2Cl)CC1)C(=O)NCc1ccccc1
  7.8	-3.4	0.3	-0.1
> Cc1ccc(C(=O)NC(Cc2c[nH]c3ccccc23)C(=O)O)o1 (stereo unspecified)
  12.5	2.1	-0.5	0.0
> CC(C)=NNC(=O)COc1ccc(Cl)cc1Cl
  1.5	-26.5	1.0	-0.2
> Cc1cc(C)nc(SCc2cc(=O)c(OC(=O)COc3ccc(Cl)cc3)co2)n1
  34.0	-15.5	-0.7	0.0
> Cc1nc2ccccc2n1C(=O)c1ccccc1C(=O)O
  -0.8	-6.9	-0.9	-0.1
> NC(=O)CN(C(=O)c1ccccc1)C1(C(=O)Nc2ccc3c(c2)OCCO3)CCCC1
  -2.9	2.0	-0.2	0.1
> O=C(CN1CCOC1=O)N1CCC(CO)(Cc2cccc(F)c2)CC1
  5.4	-0.7	0.8	0.0
> CC(=O)Nc1ccc(NC(=O)CN(C2CCCCC2)S(=O)(=O)c2ccc(C)cc2)cc1
  13.0	15.8	0.6	0.1
> COC(=O)c1c(NC(=O)CCCN2C(=O)c3ccccc3C2=O)sc2c1CCCC2
  10.1	1.1	-1.0	-0.1
> CCNc1cc(NC(C)C)nc(Oc2ccc(OCC(=O)OC)nn2)n1
  -0.9	-7.3	0.4	-0.1
> Cc1ncc2c(c1CNC(=O)c1cncs1)CCN(C(=O)c1c(C)noc1C)C2
  9.8	9.4	0.6	0.4
> CN(Cc1ccccc1)C(=O)c1cc2c(=O)n(C)c3ccccc3c2n1C
  -2.4	-1.5	0.0	-0.2
> CC1(C(=O)N(CC(=O)NC2CCCC2)Cc2ccco2)CC(=O)N=C2C=CC=CN21 (stereo unspecified)
  6.1	7.6	-0.3	0.3
> COc1ccc(C(=O)COC(=O)C(C)N2C(=O)C3C4CCC(C4)C3C2=O)cc1 (stereo unspecified)
  9.5	12.1	-0.6	0.3
> CC(=O)OCCCNc1cc(SCc2ccco2)c2nonc2c1[N+](=O)[O-]
  17.7	-3.5	1.2	-0.6
> O=C(NCc1cccnc1)C(=O)Nc1ccccc1
  -6.5	-41.3	-0.7	-0.1
> O=[N+]([O-])c1ccc(-c2csnn2)cc1
  -1.4	-3.4	-0.9	-0.2
> CCn1c(=N)n(CC(=O)c2ccc(OC)cc2)c2ccccc21
  2.8	-8.6	-1.1	0.5
> COC(=O)C(Sc1ccc(O)cc1OC)(C(F)(F)F)C(F)(F)F
  10.3	-5.8	-0.6	-0.1
> Cc1ccc(S(=O)(=O)N(NC2=NS(=O)(=O)c3ccccc32)C(=O)Cc2ccccc2)cc1
  22.8	-4.9	-0.3	1.1
> Cn1nc(C(=O)N2CCN(c3ccc([N+](=O)[O-])cc3)CC2)c2c1-c1ccccc1SC2
  14.5	4.2	-0.3	-0.1
> O=C(NCCO)c1cncc(-c2ccc(C(=O)NC3CC3)cc2)c1
  0.0	-1.9	3.2	-0.1
> Cc1ccc(-c2nc(N3CCCC3)sc2C)cc1C
  -4.9	-10.6	1.9	-0.1
> CNc1ccc(/C=C(\C#N)C(=O)NC(C)c2ccccc2)cc1[N+](=O)[O-] (stereo unspecified)
  11.4	-4.9	0.0	0.0

Additional results:
Under each structure: MITF primary	TEAD-YAP block	GPR151 activ	FBW7 act
> Cn1c(=O)c([N+](=O)[O-])c(Nc2ccc(Br)cc2)c2ccccc21
  -0.6	8.8	0.3	-0.2
> CCOC(=O)C1(Cc2ccccc2)CCN(S(=O)(=O)c2cccc(NC(C)=O)c2)CC1
  8.5	-8.9	-0.3	0.1
> Oc1c(C=NCc2ccncc2)sc2ccccc12
  16.2	-2.6	-1.1	0.2
> N#CC1=C(N)SC(N)=C(C#N)C1c1ccc(Cl)cc1Cl
  8.8	6.7	-1.2	-0.1
> Cc1ccc(S(=O)(=O)Nc2ccc(-c3csc(Nc4cccc(C(F)(F)F)c4)n3)cc2)cc1
  -6.9	-6.7	0.3	-0.1
> COc1ccccc1-c1nc2s/c(=C/c3cccc(OC(C)=O)c3)c(=O)n2n1
  -2.1	-13.7	-1.8	0.2
> Cc1ccc2[nH]c3nc(SCC(=O)N4CCOCC4)nnc3c2c1
  -9.4	-12.1	0.3	-0.1
> CC(=O)c1ccc(NS(=O)(=O)c2ccc(N3C(=O)c4ccccc4C3=O)cc2)cc1
  21.8	-6.5	0.3	0.1
> CS(=O)(=O)c1ccc(-c2cccc3c2OC(CNC(=O)c2cnc[nH]2)C3)cc1 (stereo unspecified)
  7.6	3.9	0.8	0.0
> Cc1cccc2c1[nH]c1nc(N/N=C\c3c[nH]c4ccccc34)nnc12
  -1.5	43.7*	-0.8	0.1
> COC(=O)CCCNc1nc(CN2CCN(Cc3ccccc3)CC2)nc2ccccc12
  -12.0	-9.3	-0.4	-0.1
> Cc1ccc2c(c1)NC(=O)CC(c1ccccc1)=N2
  -1.5	-26.0	0.9	-0.2
> CCCCOC(=O)c1ccc(NC(=O)c2cncc(Br)c2)cc1
  4.3	1.3	-0.4	0.0
> COc1ccc(CNC(=O)c2nnn(CC(=O)Nc3cc(Cl)ccc3OC)c2N)cc1
  7.9	8.0	0.6	-0.1
> N#Cc1ccsc1NC(=O)c1cccc(Cl)c1
  19.3	-6.0	-1.1	0.1
> CC(C)CC(=O)Nc1ccnn1C1CCN(Cc2ccc3ccccc3n2)CC1
  -4.0	-6.5	-1.0	0.3
> N#Cc1ccc(NC(=O)c2cc(C3CC3)on2)cc1
  1.4	-26.3	0.1	-0.1
> Cc1ccccc1-c1cn[nH]c1C1CCCN(C(=O)c2cccc(N3CCCC3=O)c2)C1 (stereo unspecified)
  3.6	8.0	-0.8	0.0
> CN1c2ccccc2C(C)(C)C12CC(c1ccc(S(=O)(=O)N(C)C)cc1)=CO2 (stereo unspecified)
  -0.5	-5.6	1.6	-0.1

In the list so far, these contain a Cl atom:
Under each structure: MITF primary	TEAD-YAP block	GPR151 activ	FBW7 act
> CCOC(=O)C(C)(C)N(Cc1ccc(Cl)cc1)S(=O)(=O)c1ccc([N+](=O)[O-])cc1
  13.6	-3.5	-3.0	-0.2
> CC(OC(=O)CCCSc1ccc(Cl)cc1)C(N)=O (stereo unspecified)
  -1.4	-1.3	0.4	-0.1
> Cc1ccc(CNc2cnn(C34CC5CC(CC(C5)C3)C4)c(=O)c2Cl)cc1
  14.4	1.8	-0.4	0.9
> CCCCOc1ccc(C(=O)N/C(=C\c2ccc(Br)cc2)C(=O)Nc2ccc(Cl)cc2Cl)cc1
  0.7	0.4	-0.3	-0.1
> Nc1cc2c(cc1C(=O)c1ccc(Cl)cc1)OCCO2
  8.2	4.7	1.6	-0.6
> O=C(NCCN1CCN(Cc2ccccc2Cl)CC1)C(=O)NCc1ccccc1
  7.8	-3.4	0.3	-0.1
> CC(C)=NNC(=O)COc1ccc(Cl)cc1Cl
  1.5	-26.5	1.0	-0.2
> Cc1cc(C)nc(SCc2cc(=O)c(OC(=O)COc3ccc(Cl)cc3)co2)n1
  34.0	-15.5	-0.7	0.0
> N#CC1=C(N)SC(N)=C(C#N)C1c1ccc(Cl)cc1Cl
  8.8	6.7	-1.2	-0.1
> COc1ccc(CNC(=O)c2nnn(CC(=O)Nc3cc(Cl)ccc3OC)c2N)cc1
  7.9	8.0	0.6	-0.1
> N#Cc1ccsc1NC(=O)c1cccc(Cl)c1
  19.3	-6.0	-1.1	0.1
